Compound activity (PubChem)
SIAH1 antagonists – blockers of Siah-1 interaction with plectin peptide – biochemical, fluorescence polarization, rhodamine-plectin, uHTS, primary screen (AID 1817); Siah-1 / rhodamine-plectin peptide fluorescence polarization; higher % means a stronger effect; one-dose displacement, % at 20 µM; IC50 in µM for titrated hits; 290,000 tested, 0.02% active;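 active = displacement of at least 50% at 20 µM, with a fluorescence ratio check between 0.3 and a set limit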;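 note: plate controls were Siah plus tracer with DMSO for no effect and tracer alone without Siah for full effect; strong numbers were not always called active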
CSM14.1 death rescue – rescue of cells from ER stress-induced death, primary screen, 384-well, CSM14.1, thapsigargin, ATP luminescence (AID 1222); CSM14.1 thapsigargin-induced death rescue, ATP luminescence; higher % means a stronger effect; cellular ATP content (survival), % at 20 µM; hits with a dose series show EC50 in µM; 190,000 tested, under 10 active;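 active = EC50 below 50 µM in the dose-response confirmation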;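 note: death triggered by thapsigargin at about 15 µM added after 2 h compound pretreatment; cell ATP read after overnight thapsigargin exposure of roughly 18 to 22 hours; normalized against plate controls of thapsigargin alone and 5% DMSO vehicle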
NOD2 inhibition – inhibition of NOD2-driven NF-kB reporter – cell-based, luminescence, uHTS, HEK293 (AID 1566); HEK293 NOD2/NF-kB luciferase reporter, luminescence; higher % means a stronger effect; inhibition, % at 4 µM; hits with a dose series show EC50 in µM; 290,000 tested, 0.63% active; note: many of its hits are not listed in these tables
P. falciparum M17LAP – P. falciparum M17LAP inhibitors, primary screen, biochemical, fluorogenic H-Leu-NHMec substrate, 1536-well (AID 1619); 220,000 tested, 0.38% active; inhibition, % at 30 µM; hits with a dose series show IC50 in µM; recombinant M17LAP, H-Leu-NHMec fluorogenic kinetic assay; higher % means a stronger effect;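 active = compound inhibiting the enzyme by more than half at any dose during confirmatory dose-response retesting; inconclusive = strong single-dose inhibitors picked by rank but not retested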;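 note: plate controls were full reaction with DMSO carrier for no effect and no enzyme background for full effect; strong numbers were not always called active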
Hep lipid drop – modulators of hepatic lipid droplet formation; AML12 mouse hepatocytes, oleate lipid droplets, BODIPY imaging; inhibition, % at 6.5 µM; 240,000 tested, 0.4% active; AID 1656;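 active = lipid droplet intensity inhibited by at least 50%, with more than 500 cells counted; inconclusive = wells with under 300 cells, treated as cytotoxic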
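material = mouse AML12 hepatocyte cell line, fixed after treatment | also added = 100 µM oleic acid challenge | doses = compound at 6.5 µM only | schedule = overnight exposure | technique = Image-based BODIPY and DAPI two-channel analysis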
P. falciparum M1AAP – malaria alanyl aminopeptidase activity blockers – biochemical, fluorogenic H-Leu-NHMec substrate, 1536-well (AID 1445); one-dose inhibition, % at 30 µM; IC50 in µM for titrated hits; 220,000 tested, 0.42% active; recombinant M1AAP, H-Leu-NHMec fluorogenic kinetic assay; higher % means a stronger effect;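 active = primary inhibition above the hit cutoff, then over 50% inhibition at one or more dose response concentrations, cut at about 23% in these data, passing the limit was not always enough; inconclusive = conflicting primary data, or primary hits not chosen for dose response; inactive = low primary inhibition, or under 50% at every dose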;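 note: plate controls were DMSO full reaction for no effect and no enzyme background for full effect; strong numbers were not always called active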
XIAP antagonists – XIAP antagonists, biochemical, IAP family, fluorescence polarization (AID 1018). XIAP BIR domain, fluorescence polarization peptide displacement; higher % means a stronger effect. one-dose displacement, % at 20 µM; IC50 in µM for titrated hits. 200,000 tested, 0.007% active; in the data active = displacement above about 50%; note: a part of the inactive calls stands beside numbers as strong as those of hits
LYP inhibition – inhibitors of LYP phosphatase, biochemical, fluorescence intensity, uHTS (AID 1779); recombinant LYP phosphatase, fluorescence intensity; higher % means a stronger effect; inhibition, % at 11.5 µM, or IC50 in µM where a hit was titrated; 290,000 tested, 0.054% active;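 note: plate controls were vehicle with enzyme for no effect and no enzyme for full effect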
AID2073 – inhibitors of Mint1-CaV2.2 protein interaction, biochemical, HTRF (AID 2073) | HTRF protein-protein interaction, Mint1-CaV2.2; higher % means a stronger effect | inhibition, % at 20 µM, or IC50 in µM where a hit was titrated | 290,000 tested, 0.19% active; in the data active = inhibition mostly above about 51%, no sharp cut-off; inconclusive = no clear call, values can overlap the other calls; inactive = mostly below about 53%; note: some results filed as inactive read as strong as hits
Hep lipid drop cells 6.5 µM – further read-out of Hep lipid drop, marked with its call; cell count; measured here: cell count, cytotoxicity flag;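 cells counted across two imaged fields per well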
Numbers without * were called inactive; u = inconclusive; x = no result given. Cut-off read from the data, not from the text of the source, unless noted: active = inhibition above about 50%; inactive = the rest. A portion of the library; rates above refer to the full screens.

1: Cn1c(SCC(=O)NCCc2ccccc2)nnc1-c1ccco1
2: Cc1cc(NCCCO)n2c(nc3ccccc32)c1C#N
3: COc1ccc(-c2cnn(-c3ccccc3)c2N)cc1OC
4: CCCCC12CN3CCN(CC(C3)/C1=N\NC(=O)Nc1ccccc1)C2
5: O=c1c2cnn(-c3ccc(F)cc3)c2ncn1Cc1ccccn1
6: Cc1c(N)cc(N)cc1C(=O)O
7: CCC(C)Nc1c2c(nc3c(-c4ccccc4)c(C)nn13)CCC2 (stereo unspecified)
8: CCN(CC(=O)Nc1ccc(NC(C)=O)cc1)C(=O)/C=C/c1cn(-c2ccccc2)nc1-c1ccc(C)cc1

Assay by compound	1	2	3	4	5	6	7	8
SIAH1 antagonists	-3%	6%	-3%	6%	3%	2%	3%	6%
CSM14.1 death rescue	-0.7%	12%	-0.3%	-1.0%	0.7%	x	1.5%	x
NOD2 inhibition	18%	16%	6%	-10%	3%	2%	28%	10%
P. falciparum M17LAP	-10%	-19%	-2%	0%	-5%	2%	19%	x
Hep lipid drop	x	10	x	19	x	-6	x	0
Hep lipid drop cells 6.5 µM	x	701	x	664	x	740	x	665
P. falciparum M1AAP	1%	9%	-8%	-3%	-1%	4%	0%	x
XIAP antagonists	-1.8%	2.9%	-19%	-5.6%	-2.6%	x	-4.6%	x
LYP inhibition	-3%	-23%	-5%	-3%	-6%	-8%	-3%	2%
AID2073	6%	21%	-2%	-4%	12%	-5%	22%	35%

9: CN1CCCN(Cc2cccc3ccccc23)CC1
10: Cc1[nH]c(C)c(S(=O)(=O)NCc2ccc(F)cc2)c1C(=O)N1CCCCC1
11: CNCc1ccccc1Sc1cccc2ccccc12
12: CCOc1ccc(N2C(=O)/C(=C/c3cc(OC)c(OC)c(OC)c3)N(CC(=O)OC)C2=S)cc1
13: O=C(c1cccs1)N(C(=O)c1cccs1)c1ccccn1
14: CC(=O)c1ccc2c(c1)OCCOCCOc1ccccc1OCCOCCO2
15: CCc1ccc(/C=N/N2CCN(c3ccccn3)CC2)cc1
16: Cc1cc(SCC(=O)N/N=C/c2ccco2)nc2ccccc12

Assay by compound	9	10	11	12	13	14	15	16
SIAH1 antagonists	13%	-1%	-5%	1%	4%	-3%	20%	0%
CSM14.1 death rescue	x	x	-1.8%	2.0%	1.0%	x	x	1.3%
NOD2 inhibition	-7%	-11%	11%	-11%	-38%	3%	-26%	14%
P. falciparum M17LAP	x	x	5%	8%	2%	-5%	-3%	-1%
Hep lipid drop	25	4	-2	x	x	1	4	-24
Hep lipid drop cells 6.5 µM	818	683	595	x	x	772	675	721
P. falciparum M1AAP	x	x	2%	12%	2%	-3%	-2%	8%
XIAP antagonists	x	x	-0.4%	-3.9%	-0.7%	x	x	-4.6%
LYP inhibition	-7%	0%	2%	1%	-6%	-6%	-4%	1%
AID2073	4%	2%	-5%	-6%	u	-1%	-16%	-4%

17: COC(=O)c1sc(NC(=S)NNC(=O)c2c(Br)c(C)nn2C)c(C(=O)OC)c1C
18: O=C(c1ccc2ccccc2n1)N(CCO)Cc1ccccc1
19: CCOC(=O)/C(C#N)=C/C1=C(N2CCCC2)CC(C)(CC)OC1 (stereo unspecified)
20: C=CCNC(=O)CC(=O)N/N=C/c1ccc(C(=O)OC)cc1
21: O=C(O)Cn1nnn(-c2ccccc2)c1=S
22: O=C(CN1C(=O)/C(=C/c2ccccc2Cl)SC1=S)NC1C=CS(=O)(=O)C1 (stereo unspecified)
23: O=C(CN(Cc1ccc(F)cc1)C(=O)CNS(=O)(=O)c1ccccc1)NCc1ccco1
24: Cc1cc(C)c2c(=O)c3c(oc2c1)C(=O)N(CCO)C3c1cccc(O)c1 (stereo unspecified)

Assay by compound	17	18	19	20	21	22	23	24
SIAH1 antagonists	-8%	-2%	-3%	5%	8%	11%	1%	4%
CSM14.1 death rescue	x	x	-1.7%	-1.2%	0.3%	x	x	-4.3%
NOD2 inhibition	29%	-10%	0%	4%	-12%	-14%	5%	3%
P. falciparum M17LAP	x	x	18%	-3%	12%	x	x	10%
Hep lipid drop	-4	0	-7	1	-20	-1	-20	12
Hep lipid drop cells 6.5 µM	802	897	820	611	690	727	737	796
P. falciparum M1AAP	x	x	7%	-5%	0%	x	x	11%
XIAP antagonists	x	x	-2.7%	1.1%	-6.7%	x	x	-4.7%
LYP inhibition	-1%	0%	0%	-5%	5%	-13%	-7%	6%
AID2073	u	6%	4%	4%	-1%	4%	2%	7%

A section taken from the entries so far:
15: CCc1ccc(/C=N/N2CCN(c3ccccn3)CC2)cc1
16: Cc1cc(SCC(=O)N/N=C/c2ccco2)nc2ccccc12
17: COC(=O)c1sc(NC(=S)NNC(=O)c2c(Br)c(C)nn2C)c(C(=O)OC)c1C
18: O=C(c1ccc2ccccc2n1)N(CCO)Cc1ccccc1
19: CCOC(=O)/C(C#N)=C/C1=C(N2CCCC2)CC(C)(CC)OC1 (stereo unspecified)
20: C=CCNC(=O)CC(=O)N/N=C/c1ccc(C(=O)OC)cc1
21: O=C(O)Cn1nnn(-c2ccccc2)c1=S

Assay by compound	15	16	17	18	19	20	21
SIAH1 antagonists	20%	0%	-8%	-2%	-3%	5%	8%
CSM14.1 death rescue	x	1.3%	x	x	-1.7%	-1.2%	0.3%
NOD2 inhibition	-26%	14%	29%	-10%	0%	4%	-12%
P. falciparum M17LAP	-3%	-1%	x	x	18%	-3%	12%
Hep lipid drop	4	-24	-4	0	-7	1	-20
Hep lipid drop cells 6.5 µM	675	721	802	897	820	611	690
P. falciparum M1AAP	-2%	8%	x	x	7%	-5%	0%
XIAP antagonists	x	-4.6%	x	x	-2.7%	1.1%	-6.7%
LYP inhibition	-4%	1%	-1%	0%	0%	-5%	5%
AID2073	-16%	-4%	u	6%	4%	4%	-1%

(further entries)
25: O=C(NCCCNc1ccnc2cc(Cl)ccc12)c1ccccc1F
26: O=C(CN(C(=O)CNC(=O)c1ccco1)c1ccc(Cl)c(Cl)c1)NC1CCCCC1
27: COCCN1Cc2cccc(C(=O)Nc3cccc(OC)c3)c2C1=O
28: C/C(=N\N1CCN(C2c3ccccc3-c3ccccc32)CC1)c1ccco1
29: Cc1nc2cc(-c3ccc(F)cc3)[nH]n2c(=O)c1C
30: O=C(COC(=O)CCNS(=O)(=O)c1cccc(C(F)(F)F)c1)NC(=O)NC1CCCCC1
31: CN1CCN(C(=O)C2=C[C@H](c3ccccc3)C[C@H](OCc3ccc(CO)cc3)O2)CC1
32: Cc1cc(=O)[nH]c(-c2ccc(Cl)cc2)n1

Assay by compound	25	26	27	28	29	30	31	32
SIAH1 antagonists	-3%	4%	3%	8%	3%	4%	18%	-2%
CSM14.1 death rescue	x	-0.4%	-0.4%	-1.8%	x	0.3%	1.3%	x
NOD2 inhibition	28%	12%	0%	-3%	-39%	6%	20%	-4%
P. falciparum M17LAP	x	-6%	7%	7%	x	-8%	6%	1%
Hep lipid drop	-5	x	x	4	-8	14	-2	-3
Hep lipid drop cells 6.5 µM	789	x	x	616	825	739	691	698
P. falciparum M1AAP	x	6%	1%	1%	x	9%	0%	3%
XIAP antagonists	x	-4.6%	2.5%	-5.3%	x	2.1%	0.5%	x
LYP inhibition	-6%	2%	-6%	9%	-10%	-6%	-5%	-7%
AID2073	-2%	10%	2%	1%	10%	u	2%	-13%

33: Cc1cccc(C)c1OCC(O)CN (stereo unspecified)
34: CC(Sc1nc(N(C)C)nc(N2CCOCC2)n1)C(=O)Nc1ccccc1 (stereo unspecified)
35: N#Cc1ccsc1NC(=O)CCc1ccccc1
36: CCn1cc(C2C3=C(CC(C)(C)CC3=O)N(c3ccccc3)C3=C2C(=O)CC(C)(C)C3)c(C)n1
37: CCOC(=O)c1c(NC(=O)CN2CCC(C)CC2)sc(C)c1C
38: CCCCCCNC(=O)Cc1nc2nc(C)cc(C)n2n1
39: O=c1[nH]c(CSc2nnnn2-c2ccccc2)nc2ccccc12
40: CC(=O)Nc1ccc(C(=O)COC(=O)CCN2C(=O)C3CC=CCC3C2=O)cc1 (stereo unspecified)

Assay by compound	33	34	35	36	37	38	39	40
SIAH1 antagonists	-2%	2%	0%	3%	1%	-1%	5%	-3%
CSM14.1 death rescue	-2.1%	x	-2.1%	-0.4%	-0.6%	1.5%	-1.1%	x
NOD2 inhibition	8%	-9%	-219%	10%	2%	-2%	17%	3%
P. falciparum M17LAP	13%	-1%	1%	-4%	11%	8%	5%	x
Hep lipid drop	x	1	5	2	0	x	6	-3
Hep lipid drop cells 6.5 µM	x	755	719	611	703	x	668	837
P. falciparum M1AAP	0%	3%	2%	1%	6%	2%	2%	x
XIAP antagonists	-3.1%	1.2%	-2.6%	1.8%	-3.2%	-1.7%	-4.4%	x
LYP inhibition	-13%	4%	-2%	-8%	2%	-10%	-7%	-3%
AID2073	5%	2%	14%	2%	-1%	0%	-2%	43%

41: c1cc(CNc2ccc3c(c2)OCCO3)ccn1
42: CC(=O)c1ccc(NC(=O)CCc2nnc3ccc(N4CCC5(CC4)OCCO5)nn23)cc1
43: CCOc1ccc(S(=O)(=O)N2CCOCC2)cc1NC(=O)CN1C(=O)NC(CC)(c2ccccc2)C1=O (stereo unspecified)
44: COc1ccc(N2CCN(Cc3nc(Cc4cccc(F)c4)no3)C(C)C2)cc1 (stereo unspecified)
45: CSc1nc2ccccc2n1Cc1c(Cl)cccc1Cl

Assay by compound	41	42	43	44	45
SIAH1 antagonists	7%	3%	6%	-2%	-7%
CSM14.1 death rescue	-2.2%	x	x	1.1%	-0.8%
NOD2 inhibition	-2%	-8%	6%	4%	10%
P. falciparum M17LAP	16%	x	x	1%	7%
Hep lipid drop	-2	-7	-18	-16	9
Hep lipid drop cells 6.5 µM	715	796	801	684	758
P. falciparum M1AAP	0%	x	x	-7%	6%
XIAP antagonists	-3.7%	x	x	-0.9%	-4.9%
LYP inhibition	-15%	-5%	-10%	1%	-6%
AID2073	-24%	7%	-1%	-10%	-5%
